# D1 agonist: Allosteric Agonists of the Human D1 Dopamine Receptor: qHTS. D(1A) dopamine receptor (Homo sapiens), P21728. HEK293 T-REx D1 cells, calcium flux, agonist mode. activation, % at 2 µM. hit rate 1% among 360,000; also: 0% is about no effect
# Target sequence (P21728 whole entry, looked up): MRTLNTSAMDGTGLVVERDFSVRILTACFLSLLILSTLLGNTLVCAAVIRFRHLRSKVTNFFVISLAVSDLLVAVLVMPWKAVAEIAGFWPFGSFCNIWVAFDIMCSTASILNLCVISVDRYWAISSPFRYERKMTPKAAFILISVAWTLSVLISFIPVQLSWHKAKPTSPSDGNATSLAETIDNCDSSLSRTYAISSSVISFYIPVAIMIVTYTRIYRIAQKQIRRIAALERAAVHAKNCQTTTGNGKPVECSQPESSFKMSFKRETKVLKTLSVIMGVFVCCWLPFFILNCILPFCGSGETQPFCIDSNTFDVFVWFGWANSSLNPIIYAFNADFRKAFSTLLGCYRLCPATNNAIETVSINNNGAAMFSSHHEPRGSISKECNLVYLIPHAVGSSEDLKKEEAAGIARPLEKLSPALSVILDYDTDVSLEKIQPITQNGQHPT
#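 Tetracycline-induced HEK293 TREx D1 cells, force-coupled to calcium signalling, were dye-loaded with a no-wash calcium kit. Compound was pin-added after a 10 s baseline. Fluorescence was read kinetically at 1 cycle/s for 180 s, with calcium rises flagged as agonism.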
# TRHR PAM: qHTS for Small Molecule Agonists and Allosteric Enhancers of Human TRH Receptor: Primary Screen for Enhancers; TRHR cells, fluo-8 calcium fluorescence, EC20 TRH enhancement; enhancement, % at 2 µM; hit rate 0.66% among 360,000; AID 493056, 2011; in the data active = enhancement above about 30%; also: 0% is about no effect
# Target sequence (P34981 whole entry, looked up): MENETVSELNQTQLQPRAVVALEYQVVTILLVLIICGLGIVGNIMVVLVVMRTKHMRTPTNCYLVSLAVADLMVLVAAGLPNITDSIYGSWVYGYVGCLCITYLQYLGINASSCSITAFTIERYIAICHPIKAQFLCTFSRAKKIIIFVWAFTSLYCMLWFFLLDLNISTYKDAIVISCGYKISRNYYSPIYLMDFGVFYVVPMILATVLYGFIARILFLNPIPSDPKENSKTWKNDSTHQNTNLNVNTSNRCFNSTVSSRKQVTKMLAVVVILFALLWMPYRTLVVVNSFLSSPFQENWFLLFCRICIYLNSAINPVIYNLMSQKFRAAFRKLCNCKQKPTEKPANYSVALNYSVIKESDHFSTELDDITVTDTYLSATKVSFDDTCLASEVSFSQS
#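 Enhancer read-out: after compound pinning and an initial kinetic agonist-mode read, an EC20 of TRH (10 nM final) was injected and fluo-8 calcium signal (Ex 480/Em 530) followed at 1 s/cycle for 100 cycles in TRHR-expressing cells.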
# D2 antag: HTS Assay for Allosteric Antagonists of the Human D2 Dopamine Receptor: Primary Screen for Antagonists | inhibition, % at 10 µM | D(2) dopamine receptor (Homo sapiens), P14416 | AID 485344, 2010 | hit rate 2% among 340,000 | HEK293 TREx D2 cells, calcium flux, dopamine EC80; in the data active = inhibition above about 30%; also: 0% is about no effect
#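 Inhibition of EC80 dopamine-driven calcium flux, recorded kinetically, defines activity here; cells are a tetracycline-induced HEK293 T-REx line expressing force-coupled D2.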
# D1 antag: Antagonist of Human D 1 Dopamine Receptor: qHTS. activity change, negative = inhibition, % at 10 µM. HEK293 TREx D1 cells, calcium flux, dopamine EC80; hits give low values. hit rate 3.2% among 360,000. AID 504652, 2011; in the data active = activity change below about -30%; also: % is scaled to controls: 0 for no effect and ±100 for the full control effect
#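 Kinetic fluorescence of a calcium dye serves as the read-out. D1-expressing Hek293 Trex cells, induced overnight at 30 C, are exposed to compound for 180 s before an EC80 dopamine addition, then read 180 s further.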
# RXFP1 antagonist: qHTS Assay for Antagonists of the Relaxin Receptor RXFP1 | HEK293-RXFP1, relaxin-stimulated cAMP HTRF, 30 min; hits give low values | activity change, negative = inhibition, % at 57.5 µM | hit rate 0.59% among 350,000 | AID 1259400, 2018;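 active = activity change of -60% or lower, but not beyond a set lower limit; inconclusive = change between -60% and -40%, or beyond the set limit; inactive = change above -40%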; also: % is scaled to controls: 0 for no effect and ±100 for the full control effect
# D2 ag: HTS Assay for Allosteric Agonists of the Human D2 Dopamine Receptor: Primary Screen for Agonists. activation, % at 2 µM. AID 485358, 2010. HEK293 T-REx D2 cells, calcium flux agonist mode. D(2) dopamine receptor (Homo sapiens), P14416. hit rate 0.53% among 340,000;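 active = activation over 3 SD above normal in the single-dose calcium agonist read, cut at about 30% in these data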; also: 0% is about no effect
#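 Agonism is scored from calcium flux in a force-coupled, inducible HEK293 cell line expressing D2, read kinetically for 180 s after compound addition against dopamine controls.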
# TRHR agonist: qHTS for Small Molecule Agonists and Allosteric Enhancers of Human TRH Receptor: Primary Screen for Agonists | Thyrotropin-releasing hormone receptor (Homo sapiens), P34981 | AID 493084, 2011 | TRHR cells, calcium flux fluo-8, FDSS agonist mode | activation, % at 2 µM | hit rate 0.18% among 360,000; also: 0% is about no effect
#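 TRHR-expressing cells loaded with fluo-8 calcium dye; 23 nL library compound pin-transferred, kinetic FDSS fluorescence (Ex 480/Em 530) recorded about 180 s for agonist-induced calcium release, before a 10 nM TRH EC20 addition for potentiator mode.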
# D2 potentiator: HTS Assay for Positive Allosteric Modulators of the Human D2 Dopamine Receptor: Primary Screen for Potentiators | D(2) dopamine receptor (Homo sapiens), P14416 | HEK293 T-REx D2, calcium flux, EC20 dopamine potentiation | potentiation, % at 10 µM | hit rate 0.34% among 340,000;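 active = potentiation over 3 SD above the plate norm, cut at about 30% in these data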; also: 0% is about no effect
#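 Using a no-wash calcium dye in inducible, force-coupled HEK293 Trex cells expressing D2, we tracked fluorescence each second for 180 s after compound, then for 180 s after EC20 dopamine to detect augmented signalling.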
# D1 potentiator: Potentiators of Human D1 Dopamine Receptor: qHTS; potentiation, % at 10 µM; D(1A) dopamine receptor (Homo sapiens), P21728; AID 504651, 2011; hit rate 0.036% among 360,000; HEK293 TREx D1 cells, calcium flux, dopamine EC20 potentiation; in the data active = potentiation above about 30%; also: 0% is about no effect
# Numbers without * were called inactive; ? = inconclusive; . = no result given; & = joins results of further samples. Rule as the data show it, unless noted: active = activation above about 30%; inactive = the rest.
SMILES,D1 agonist,TRHR PAM,D2 antag,D1 antag,RXFP1 antagonist,D2 ag,TRHR agonist,D2 potentiator,D1 potentiator
Cc1cc(-n2c(C)nc3ccccc3c2=O)ccc1NC(=O)c1ccc([N+](=O)[O-])cc1,1.6,2.9,.,.,.,-2.7,-0.3,0.3,-1.4
O=C(COC(=O)CN1C(=O)COc2ccccc21)NC1CCCCC1,5.7,-2.2,3.5,-2.8,-8.7,0.3,-0.3,7.1,3.2
O=C1COc2ccc(C(=O)COC(=O)c3ccccc3[N+](=O)[O-])cc2N1,4.5,-6.8,.,-11.3,-11.6,.,-0.1,-0.1,-7.4
CC1(C)Cc2c(c(N3CCOCC3)nc3sc(-c4ccc(C(=O)O)o4)c(N)c23)CO1,-0.3,-1.5,-22.9,-4.9,12.1,0.4,0.0,1.8,6.0
CC1(C)CC(=O)N(c2ccc(C#N)cc2)C(=O)C1,3.2,-0.6,2.8,-3.0,-1.6,0.3,0.5,3.2,-4.6
Nc1[nH]n(-c2ccccc2)c(=O)c1N=Nc1ccccc1,1.9,-3.5,-2.1,5.6,-12.4,0.8,0.4,-0.3,-1.9
CC1CCN(Cc2c(C(=O)O)nnn2-c2nonc2N)CC1,1.1,-1.1,1.4,4.9,1.9,0.6,-0.1,-6.3,-0.4
O=C1COc2ccc(N3C(=O)c4ccccc4C3=O)cc2N1,2.8,5.3,-12.8,-6.3,.,4.5,-0.2,-2.0,0.5
COc1ccc(/C=C/C(=O)NNC(=O)c2cc(C)oc2C)cc1,1.3,3.3,-9.9,-24.0,-61.9*,-0.3,-0.4,-4.8,-8.8
O=C(CN(c1ccc(F)cc1)S(=O)(=O)c1ccc2c(c1)OCCO2)NCC1CCCO1 (stereo not drawn),1.3,2.4,-3.3,6.2,7.4,0.2,0.4,12.8,-0.6
CCC1CN(C(=O)N2CCC(C(=O)N3CCN(c4cccc(C)c4C)CC3)CC2)c2ccccc2O1 (stereo not drawn),4.9,-0.6,.,2.8,?,0.2,-0.1,7.7,5.8
CCC(C)NC(=O)C1CCN(S(=O)(=O)c2ccc3c(c2)CC(C)N3C(C)=O)CC1 (stereo not drawn),-0.4,-4.9,5.2,-5.2,.,-2.0,-0.4,4.0,5.4
CC(=O)Nc1ccc(S(=O)(=O)N2CCN(S(=O)(=O)N3CCOCC3)CC2)cc1,1.2,7.6,6.7,9.0,-9.9,0.3,-0.9,8.2,.
COc1ccc(CCNC(=O)C2CC(=O)N(CCc3ccccc3)C2)cc1OC (stereo not drawn),2.5&0.4,1.1&10.4,7.9,6.6&-13.1,12.0&8.4,0.8&-1.0,-0.6&-0.3,3.1,-3.5&-2.9
CC1(NC(=S)Nc2ccc(NC(=S)NC3(C)CCS(=O)(=O)C3)cc2)CCS(=O)(=O)C1 (stereo not drawn),3.6,2.6,.,4.5,4.3,.,0.3,.,-3.0
COc1ccc(N2CCN(C(=O)c3c(-c4ccccc4)noc3C)CC2)cc1,-0.1,-2.9,-7.2,3.0,.,0.3,0.1,-8.7,6.2
CC(Sc1nnc(COc2ccc(Cl)cc2)o1)C(=O)Nc1ccc(N2CCOCC2)cc1 (stereo not drawn),2.0,1.3,23.9,6.0,-15.0,-1.0,-0.2,-9.8,3.2
Cc1cccc(-c2nnc(SCc3cc(=O)[nH]c4ccccc34)n2C)c1,0.0,-3.3,22.8,2.9,2.4,0.0,-1.0,-6.5,-8.9
Cc1ccc(C)c(NC(=O)CSc2nc(=O)n(CCN3CCOCC3)c3c2CCC3)c1,-2.5,-2.3,.,.,5.3,-0.4,-0.1,-4.8,5.2
NC(=O)c1ccc(CN2CCC(Cc3ccccc3)CC2)cc1,0.4,7.0,-4.5,-14.0,-0.5,0.7,0.2,-10.1,-3.9
CCN(CC(=O)Nc1cccc(OC)c1)C(=O)c1ccncc1,0.9,2.4,-4.9,-13.9,2.4,0.8,0.6,5.4,-3.5
O=C(COc1ccc2ccccc2c1)NC1CC(=O)N(c2ccccc2)C1 (stereo not drawn),20.4,6.0,.,.,-8.4,0.9,0.0,.,-0.9
O=c1c(Cc2ccc(Cl)cc2)c(O)ccn1Cc1cccs1,3.3,-0.9,-2.8,-14.3,11.2,0.1,0.1,-8.5,-4.2
O=C(O/N=C1/CCCc2occc21)c1ccc(Cl)cc1Cl,4.3,5.8,17.8,-32.5*,-36.0,-1.6,-1.0,-5.6,3.1
CN(C(=O)c1ccc(NC(=O)Cc2ccc(NC(=O)C3CCCN(C(=O)C4CCC4)C3)cc2)cc1)C1CC1 (stereo not drawn),15.1,3.5,4.4,-0.6,.,0.3,0.4,-3.0,-0.9
Cc1ccccc1C(=O)O/N=C(\N)Cc1cccs1,1.4,8.3,-1.2,3.7,1.9,-0.3,0.0,-5.0,1.6
Cc1ccc(CNC(=O)CSc2cc(C)[nH]c(=O)n2)cc1,2.2,1.3,.,.,.,1.4,0.9,1.5,4.7
CCCCn1c(=N)n(CC(=O)O)c2ccccc21,1.9,-6.9,-15.9,18.8,-7.4,0.7,0.4,3.2,11.4
Cc1ccc(C(=O)COc2cccc(NC(=O)c3ccco3)c2)cc1,4.6,3.9,24.1,-5.3,-0.8,1.4,-0.2,.,-0.3
Cc1ccc(S(=O)(=O)NNC(=O)c2cnn(-c3ccccc3)c2C(F)(F)F)cc1,5.2,0.8,2.3,-3.2,-1.4,-0.2,0.2,-3.5,-1.6
CN1CC(=O)N(CC(=O)NCCc2ccc(F)cc2)c2ccccc2C1=O,2.4,14.4,-0.3,4.2,-4.9,-0.5,0.6,-3.3,9.8
CCn1c(=O)n(CC)c2cc(N3CCCCC3)c(NC(=O)Nc3cc(C)cc(C)c3)cc21,12.1,-0.4,.,-0.3,-19.7,0.5,-0.4,-2.6,-4.4
O=C(Nc1ccon1)c1ccc(S(=O)(=O)N2CCCCCC2)cc1,0.1,-4.6,-14.7,1.5,-12.5,0.4,-0.9,-1.6,-4.5
O=C(NCc1ccccc1)c1ccc(CS(=O)(=O)c2ccccc2)o1,4.0,-5.4,-11.8,-4.0,-9.7,-0.2,0.5,-13.9,-8.8
COc1ccc(NC(=O)Nc2ccc3nonc3c2)cc1,3.6,-3.9,10.8,-2.6,-9.0,0.8,0.4,-6.2,-2.2
CCCCNC(=O)CCc1c(C)nc2cc(-c3ccccc3)nn2c1C,0.9,-1.4,.,-24.3,.,-0.3,-0.3,2.0,-4.0
Cc1ccnc2nc(C(=O)Nc3nc4ccccc4s3)nn12,3.5,-8.2,-12.5,1.1,-15.3,0.1,-0.4,2.1,-1.9
COc1ccc(NC2CCCN(C(=O)CCn3cccn3)C2)cc1 (stereo not drawn),0.7,-3.9,1.2,-11.7,8.4,-0.2,-0.4,1.3,-0.8
O=C(/C=C/c1ccccc1)c1ccc2c3c(cccc13)CC2,15.9,1.0,15.8,17.1,-4.1,1.2,1.5,-9.5,3.8
COc1ccc(Cl)cc1NC(=O)Cn1c(=O)n(Cc2ccc(F)cc2)c(=O)c2cccnc21,6.1,-3.4,.,-0.5,.,0.6,0.7,-3.2,-6.8
CN(C(=O)COC(=O)CSc1ccc([N+](=O)[O-])cc1)C1CCS(=O)(=O)C1 (stereo not drawn),1.7,-11.0,11.8,-4.2,-100.5*,-0.3,-0.2,0.4,-5.3
O=C(COC(=O)C1(c2ccccc2F)CCCC1)Nc1ncc(C(F)(F)F)cc1Cl,12.4,5.5,16.5,-35.5*,-27.8,0.3,1.7,11.2,-4.5
CCOC(=O)c1c(NC(=O)CC2SC(N)=NC2=O)sc2c1CCC(C)C2 (stereo not drawn),2.3,16.3,9.5,21.7,.,4.1,-0.6,6.2,-1.4
COc1ccc(CNC(=O)c2cc(-c3ccc(C)cc3)nc3n[nH]c(-c4ccc(Br)cc4)c23)cc1,0.5,-1.6,.,18.6,-4.3,-0.5,0.1,-2.8,-3.0
CN(c1ccc(Cl)cc1)c1cc(=O)n(C)c2ccccc12,0.5,-1.6,3.6,4.3,3.2,-1.1,-0.3,0.8,3.4
CN1CCCC(OC(=O)COc2ccc(Br)cc2)C1 (stereo not drawn),2.9,-1.1,7.3,13.9,6.5,1.6,0.0,-17.7,10.5
CC(=O)N1C(=O)C2(C(C#N)=C(N)Oc3n[nH]c(-c4ccccn4)c32)c2ccccc21 (stereo not drawn),2.8,-1.9,-7.0,-7.7,9.1,0.2,0.2,-2.1,-2.1
Cc1cc(=O)n2nc(N3CCCC(C(=O)Nc4ccc(C)c(C)c4)C3)sc2n1 (stereo not drawn),1.9,3.1,3.2,-59.3*,4.5,-0.3,-0.7,-2.3,-4.2
Cc1ccc(S(=O)(=O)c2cc3cc(C(=O)O)ccc3oc2=O)cc1,0.6,8.3,.,2.4,.,-1.2,-0.7,0.7,-1.2
COc1ccc(CCNC(=O)COC(=O)c2cccs2)cc1,4.4,-1.8,36.7*,3.5,14.1,-1.4,-0.2,-2.5,-3.4
O=S1(=O)CCOC[C@H](c2ccccc2)N1Cc1ccccc1F,1.0,-9.6,2.3,-23.2,.,-0.3,-1.3,2.4,-1.8
O=C(Nc1nnc(-c2ccccc2)s1)c1ccc(Cl)c(S(=O)(=O)N2CCOCC2)c1,2.4,-2.6,-18.1,0.1,.,0.2,1.0,11.0,-1.6

# Retrieved by structure from the list above (6):
SMILES,D1 agonist,TRHR PAM,D2 antag,D1 antag,RXFP1 antagonist,D2 ag,TRHR agonist,D2 potentiator,D1 potentiator
CC1(NC(=S)Nc2ccc(NC(=S)NC3(C)CCS(=O)(=O)C3)cc2)CCS(=O)(=O)C1 (stereo not drawn),3.6,2.6,.,4.5,4.3,.,0.3,.,-3.0
CCCCn1c(=N)n(CC(=O)O)c2ccccc21,1.9,-6.9,-15.9,18.8,-7.4,0.7,0.4,3.2,11.4
CN1CC(=O)N(CC(=O)NCCc2ccc(F)cc2)c2ccccc2C1=O,2.4,14.4,-0.3,4.2,-4.9,-0.5,0.6,-3.3,9.8
CN1CCCC(OC(=O)COc2ccc(Br)cc2)C1 (stereo not drawn),2.9,-1.1,7.3,13.9,6.5,1.6,0.0,-17.7,10.5
CCn1c(=O)n(CC)c2cc(N3CCCCC3)c(NC(=O)Nc3cc(C)cc(C)c3)cc21,12.1,-0.4,.,-0.3,-19.7,0.5,-0.4,-2.6,-4.4
COc1ccc(CNC(=O)c2cc(-c3ccc(C)cc3)nc3n[nH]c(-c4ccc(Br)cc4)c23)cc1,0.5,-1.6,.,18.6,-4.3,-0.5,0.1,-2.8,-3.0

# Screens deposited in PubChem BioAssay by National Center for Advancing Translational Sciences (NCATS).
